# Screening results as filed in PubChem BioAssay.
# VCAM1 TNFa inh = reduces TNF alpha induced VCAM1 expression in HUVEC; HUVEC TNFa-induced VCAM-1 immunofluorescence, high-content imaging; inhibition, % at 2 µM; actives 0.48% (n = 95,000); AID 802;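 active = inhibition above the batch mean plus 3 SD, with images confirmed as a hit by eye, cut at about 37% in these data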;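 also: 0% = TNF-stimulated DMSO wells and 100% = unstimulated control wells; not every result past the cut was called active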
# HUVEC tox IL1B = HUVEC cytotoxicity counter-screen, IL-1B stimulated; HUVEC cell count loss, Hoechst imaging; cell count reduction, % at 2 µM; actives 0.41% (n = 94,000);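 active = cell count reduction more than 3 SD above the screen-wide mean, cut at about 70% in these data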;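 also: normalized per plate to untreated control cells as the no-loss baseline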
# CYP2C9 inh = human CYP2C9 inhibition; P11712; CYP2C9 Supersomes, luciferin-H conversion, luminescence; inhibition, % at 5 µM; actives 20% (n = 96,000); AID 777;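 active = blocking of liver enzyme CYP2C9 beyond about 50% at 5 µM, limit read from the data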; also: values of inactives mirror those of a sister screen read the other way
# Candida biofilm = kills Candida albicans biofilms. C. albicans biofilm + clotrimazole, Alamar Blue. inhibition, % at 6 µM. actives 0.14% (n = 85,000);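 active = inhibition above 20%; inactive = inhibition below 20%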;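 also: preformed 24 hr biofilms exposed to compound for 48 hr; 0% = biofilm without compound and 100% = blank killed by clotrimazole plus chlorhexidine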
# hDAT+cocaine = human DAT dopamine uptake with cocaine, either direction. Q01959. LLC-PK1 hDAT cells, [14C]-dopamine uptake with cocaine IC80; actives deviate in either direction. B-score at 10 µM. actives 1.3% (n = 110,000);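 active = Z score or B-score, a plate-position-corrected score, falls beyond the plate's 99.7% confidence bounds, in either direction; inactive = both scores lie inside the 99.7% bounds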;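 also: scored against the spread of the other compound wells on the same plate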
# Target sequence (Q01959 whole entry, looked up): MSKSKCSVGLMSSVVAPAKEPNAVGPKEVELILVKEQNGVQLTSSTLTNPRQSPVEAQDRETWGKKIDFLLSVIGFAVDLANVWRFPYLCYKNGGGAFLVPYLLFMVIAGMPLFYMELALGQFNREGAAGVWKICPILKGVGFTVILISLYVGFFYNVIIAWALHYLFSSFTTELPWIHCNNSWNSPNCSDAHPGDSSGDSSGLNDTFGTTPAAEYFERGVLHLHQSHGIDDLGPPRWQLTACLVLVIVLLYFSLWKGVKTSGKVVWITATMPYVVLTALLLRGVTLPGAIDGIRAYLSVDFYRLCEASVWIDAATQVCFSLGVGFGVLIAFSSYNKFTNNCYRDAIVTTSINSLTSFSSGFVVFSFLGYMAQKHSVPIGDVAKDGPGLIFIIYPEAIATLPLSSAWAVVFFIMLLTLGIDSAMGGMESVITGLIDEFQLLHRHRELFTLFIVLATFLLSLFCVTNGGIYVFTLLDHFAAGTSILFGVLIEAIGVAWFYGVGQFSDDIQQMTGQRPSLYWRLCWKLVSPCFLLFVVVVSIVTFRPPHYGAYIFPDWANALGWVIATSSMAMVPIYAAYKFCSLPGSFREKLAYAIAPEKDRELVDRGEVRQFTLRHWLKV
# CYP2C19 act = activators of human cytochrome P450 2C19; P33261; recombinant CYP2C19, luciferin-H EGE luminescence; hits give high values; 0 = fully inhibited enzyme, 1 = untreated enzyme; activation factor at 5 µM; 96,000 tested, under 10 active; AID 1025;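 active = activation factor of at least 2 at 5 µM in the primary screen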;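 also: 0 = wells with 2.5 mM tranylcypromine and 1 = vehicle-only wells; values of inactives mirror those of a sister screen read the other way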
# TNFa cytotox = HUVEC cytotoxicity counter-screen, TNF alpha stimulated; HUVEC TNFalpha-stimulated, Hoechst cell count, imaging; cell count reduction, % at 2 µM; actives 0.17% (n = 93,000);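 active = cell count reduction exceeding the screen mean by over 5 SD, scaled to untreated wells per plate, cut at about 78% in these data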;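 also: cells counted after 24 h of TNF alpha exposure following the 1 h pretreatment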
# CYP2C19 inh = inhibitors of human CYP2C19; P33261; CYP2C19 Supersomes, luciferin-H EGE luminescence, 30 min; inhibition, % at 5 µM; actives 21% (n = 96,000); AID 778;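 active = CYP2C19 inhibition above a set limit at 5 µM in the primary screen, cut at about 50% in these data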;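 also: plate controls were negative control wells for no effect and 2.5 mM tranylcypromine positive control for full effect; values of inactives mirror those of a sister screen read the other way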
# CYP2C9 act = activators of human CYP2C9; P11712; recombinant CYP2C9, luciferin-H conversion, luminescence; hits give high values; factor 1 = untreated enzyme, 0 = blocked; activation factor at 5 µM; actives 1.4% (n = 96,000); AID 1024;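 active = activation factor of 2 or more for CYP2C9 at a 5 µM dose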;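 also: 0 = sulfaphenazole-blocked wells and 1 = vehicle-only wells; values of inactives mirror those of a sister screen read the other way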
# The depositor's hits bear a star; . = not tested or not shown; & = joins results of further samples; ! = a repeat was not active.
structure,VCAM1 TNFa inh,HUVEC tox IL1B,CYP2C9 inh,Candida biofilm,hDAT+cocaine,CYP2C19 act,TNFa cytotox,CYP2C19 inh,CYP2C9 act
O=C(NCc1ccc2c(c1)OCO2)c1nn2cccnc2c1Cl,6.1,5.1,11.5,11.6,-0.61,0.6,-17.2,41.1,0.9
COCCNC(=O)C(c1cccs1)N(C(=O)Cn1nnc2ccccc21)c1ccccc1 (stereo unspecified),-3.5,-4.3,-10.2,2.6,1.84,1.1,2.6,-11.6,1.1
CCC(=O)N1c2ccc(S(=O)(=O)CCC(=O)N3CCN(c4ccccc4)CC3)cc2CC1C (stereo unspecified),-27.9,-29.3,49.0,6.8,0.164,0.7,-23.6,26.2,0.5
CCn1c(C)cc(/C=C2\SC(=O)N(CC(=O)Nc3ccc(C)c(C)c3)C2=O)c1C,13.6,-11.3,16.2,.,-1.55,0.4,-1.2,57.1*,0.8
CC(C)Oc1nc(-c2ccccc2O)nc2ccccc12,.,8.4,16.6,5.8,-0.839,0.8,.,16.7,0.8
COc1ccc(S(=O)(=O)Nc2ccccc2OC)cc1C,20.6,-10.9,-186.0,1.6,-1.34,0,-10.3,100.0*,2.9*
Oc1ccc(Cl)cc1C(C#Cc1ccccc1)N1CCOCC1 (stereo unspecified),13.2,12.7,49.3,.,1.08,0.6,-15.7,37.2,0.5
O=C(Nc1ccc2c(c1)OCO2)Nc1ccc(Cl)cc1Cl,8.3,30.2,9.5,0.5,-0.617,0.8,-5.5,19.4,0.9
Cc1cc(C)n2nc(-c3sccc3-n3c(C)ccc3C)cc2n1,17.1,-2.3,8.7,.,1.04,1,-20.2,-0.4,0.9
COC(=O)c1ccccc1NC(=O)c1c(O)c2c([nH]c1=O)CCCC2,.,.,0.3,2.5,0.537,1,.,-2.0,1
O=C(CSC1=Nc2ccccc2C2=NC(CC(=O)NC3CCCCC3)C(=O)N12)NCc1ccco1 (stereo unspecified),2.1,9.6,11.0,4.0,-0.0295,1,8.3,-1.9,0.9
O=C(NCCC1=CCCCC1)C1CCN(c2nc3ccccc3o2)CC1,-4.4,7.5,40.4,2.7,-0.423,0.8,-5.6,22.8,0.6
CCOC(=O)c1oc2nc(CC(C)C)c3c(c2c1N)CCC3,9.3,-4.8,-9.1,3.6,-1.34,0.8,15.1,23.0,1.1
CCCc1cc(C(=O)Cc2ccc(F)cc2)c(O)cc1O,3.3,-35.1,100.0*,-4.3,-0.0232,0,-40.6,98.4*,0
Cn1cnnc1SCc1ccc(C(=O)O)cc1,-17.8,-3.8,0.8,10.4,-0.0846,1,1.7,-3.0,1
Cc1ccc(NC(=O)CS(=O)CC(=O)N(c2ccccc2)C(C)C(=O)NC2CCCC2)cc1 (stereo unspecified),.,.,77.9*,8.2,0.0978,0.9,.,9.7,0.2
Nc1nc2c(s1)CC(c1ccccc1)CC2 (stereo unspecified),18.4,9.9,44.8,-1.1,-0.085,0.3,-20.2,69.0*,0.6
CC(=O)c1ccc(Nc2nc(C)nc3c2oc2ccccc23)cc1,.,.,12.2,6.0,.,1.2,.,-15.8,0.9
OC1CCCN(c2c3c(nc4cc(-c5cccc(Cl)c5)nn24)CCC3)C1 (stereo unspecified),2.1,5.3,.,.,1.72,.,-28.8,.,.
CCCn1c(Cc2ccccc2)nnc1SCC(=O)N1CCOCC1,2.9,-21.0,-0.9,3.8,-0.0338,1,-12.2,-0.4,1
Cc1cc(=O)oc2c(CN3CCN(C)CC3)c(O)c(Cl)cc12,.,.,-3.9,1.0,.,1,.,-0.1,1
CCOC(=O)C1=C(c2ccccc2)Nc2ncnn2C1c1cc(OC)ccc1OC (stereo unspecified),.,-18.0,38.6,4.5,0.259,0.7,.,33.0,0.6
CCC1(C)Cc2ccccc2-c2c1c(=O)n(Cc1ccccc1)c1nnnn21 (stereo unspecified),2.6,5.5,33.6,2.5,-0.227,0.6,.,40.9,0.7
CC(NC(=O)CCSc1nc(-c2ccco2)cc(C(F)(F)F)n1)c1ccccc1 (stereo unspecified),13.7,-31.3,46.9,3.9,-0.0123,0.5,3.0,53.0*,0.5
Cn1ccnc1C(O)c1ccc(OCc2ccccc2)cc1 (stereo unspecified),.,.,13.5,7.0,1.1,0.5,.,50.7*,0.9
CCOC(=O)c1cnc(SC)nc1Sc1ccc(Cl)cc1Cl,3.4,.,81.5*,0.8,0.102,0.7,-1.2,25.2,0.2
CCCOC(=O)CCCC[C@H]1SC[C@@H](NC(=O)OC)[C@H]1NC(=O)OC,3.5,-19.1,.,5.4,0.355,.,-5.2,.,.
Cc1ccc(S(=O)(=O)c2cc3ccccc3oc2=Nc2ccc3c(c2)OCO3)cc1,-8.6,2.0,5.2,.,-0.0583,1,.,-4.9,0.9
Cc1c(Cl)cccc1NC(=S)NNc1ncc(C(F)(F)F)cc1Cl,-1.1,1.6,-115.6,5.9,-0.262,0.1,2.8,90.7*,2.2*
O=C(CCC(=O)OC(C(=O)c1ccccc1)c1ccccc1)Nc1ccccc1 (stereo unspecified),-36.3,-5.8,-10.7,.,-0.407,1,-25.4,4.7,1.1
COc1cc(/C=N\n2cnnc2)ccc1OCC(=O)Nc1ccc(C)cc1,4.6,-7.8,44.0,-3.4,0.0407,0.8,11.6,15.8,0.6
O=C(COC(=O)c1ccccn1)Nc1cccc(Cl)c1Cl,16.4,10.3,22.0,5.2,.,0.2,2.0,84.4*,0.8
CCCNc1c(N)c(=O)oc2ccccc12,14.2,.,43.7,1.5,0.0167,0.7,-26.7,25.7,0.6
CC(=O)c1c(C)[nH]c(C(=O)OCC(=O)N2CCc3ccccc32)c1C,6.4,-21.1,-5.5,8.8,-2.61*,1,6.7,-4.9,1.1
COC(=O)C1CCN(S(=O)(=O)c2c(C)n(C)c(=O)n(C)c2=O)CC1,-8.3,-25.9,4.4,6.6,-1.02,1,10.7,3.4,1
Cc1cc(=O)[nH]c(/N=C(/NC(=O)c2ccccc2)Nc2ccc3c(c2)OCCO3)n1,-32.9,-20.6,.,-0.7,.,.,-17.1,.,.
COC(=O)C1=C(CSc2nc3c(cc2C#N)CN(C)CC3)OC(N)=C(C#N)C1c1ccccc1F (stereo unspecified),22.6,-2.5,.,4.5,-1.14,.,-43.8,.,.
CNC(=O)CN(C#N)c1nc(N(C)C)nc(N(C)C)n1,-39.6,22.0,.,-2.7,.,.,-20.0,.,.
Cc1sc2ncnc(NCCN3CCOCC3)c2c1C,8.4,8.1,17.1,6.4,-0.186,1,1.3,-2.5,0.8
O=S(=O)(c1ccc(F)cc1)n1ccc(-c2cccc(OCc3c(F)cccc3Cl)c2)n1,-3.9,-30.6,87.5*,.,0.706,0.6,4.0,36.3,0.1
CCOc1nc(CC)nc(NC(=O)NS(=O)(=O)c2ccccc2Cl)n1,12.0,-16.0,7.1,3.7,-0.757,0.9,2.6,5.7,0.9
CC(C(=O)Nc1nccs1)N1C(=O)C2CC=CCC2C1=O (stereo unspecified),-10.7,-8.9,-2.6,2.5,0.881,1,-27.3,2.0,1
O=C(NC1CCCCCC1)C1CCCN1S(=O)(=O)c1cccc2cccnc12 (stereo unspecified),8.5,10.6,-5.2,7.9,0.614,0.2,56.0,75.4*,1.1
Cc1ccc(NC(=O)CCCCCC2NC(=O)NC2C)cc1 (stereo unspecified),-16.0,20.6,-48.4,6.2,0.025,0.4,13.3,60.6*,1.5
Cc1c(C(=O)NC(C)C)sc2ncn(CC(=O)N3CCC(C)CC3)c(=O)c12,23.2,-0.8,62.6*,0.0,0.00677,0.6,11.0,38.7,0.4
C/C(=N\N=C(/N)SC1CC(=O)N(c2ccc(Cl)c(Cl)c2)C1=O)c1cccs1 (stereo unspecified),14.7,2.9,37.0,.,0.814,0.8,-1.5,23.8,0.6
O=C(Nc1ccc2c(c1)OCO2)c1ccc2nc[nH]c2c1,-7.3,2.5,56.5*,-2.5,-1.86*,0.2,3.2,80.4*,0.4
Cc1ccc(NC2CC(=O)N(c3ccc(N4CCCCC4)cc3)C2=O)cc1 (stereo unspecified),3.8,1.4,-7.1,4.4,0.577,1.2,-16.9,-18.7,1.1
CC(=O)c1cccc(OCC(=O)c2cc(C)n(-c3cc(C)on3)c2C)c1,10.5,5.6,78.5*,3.8,0.405,0.1,-29.9,86.4*,0.2
CCOC(=O)N1CCN(CCC(=O)Nc2ccccc2OC)CC1,3.1,-12.4,.,4.9,0,.,-4.1,.,.

# The list continues.
structure,VCAM1 TNFa inh,HUVEC tox IL1B,CYP2C9 inh,Candida biofilm,hDAT+cocaine,CYP2C19 act,TNFa cytotox,CYP2C19 inh,CYP2C9 act
O=C(NCCCN1CCOCC1)c1ccc(CS(=O)(=O)Cc2ccc(Cl)cc2)o1,6.8,1.7,1.7,.,-0.0126,1,-11.2,-4.0,1
CCOC(=O)CSc1nc2ccccc2c(=O)n1CCCCCC(=O)NCc1ccco1,3.6,-7.6,96.8*,2.8,0.0608,0.4,-12.7,59.7*,0
Cc1ccc(C2CC(=O)NC(SCc3ccccc3)=C2C#N)cc1 (stereo unspecified),-3.6,17.9,.,3.3,0.0698,.,-20.9,.,.
COC(=O)c1cc2ccc(OC)c(OC)c2c(=O)s1,-4.8,-43.4,26.6,11.2,-1.21,0.4,-21.3,56.7*,0.7
Cn1nnnc1SCC(=O)N1CCN(c2ccc(Cl)cc2)CC1,11.8,-3.0,25.8,3.4,.,1.1,2.9,-11.4,0.7
O=C(COc1ccc([N+](=O)[O-])cc1)NN=C1CCCC1,9.2,-9.2,10.0,.,0.744,0.8,1.3,18.4,0.9
COc1ccc2c(c1)cc1n2CCN=C1NN,-6.6,-12.6,42.7,10.0,0.795,0.1,-8.1,92.9*,0.6
O=S(=O)(c1ccc(N2CCC(c3ccc(Cl)cc3)=N2)cc1)N(CCO)CCO,11.1,17.1,6.5,2.5,0.91,1,7.5,0.4,0.9
CCOC(=O)N1CCN(CCC(=O)Nc2cccc(Br)c2)CC1,-3.5&16.9,3.7&-5.1,58.3*!,5.3&2.1,-0.573&-0.762,0.3&0.9,-19.8&3.2,65.4*!,0.4&0.9
C=CCOC(=O)C1=C(C)OC(N)=C(C#N)C1c1ccoc1 (stereo unspecified),4.1,-8.3,34.0,7.2,-0.0651,0.2,-1.1,82.5*,0.7
